Assay outcomes from PubChem BioAssay.
Tn7 DDE FP: inhibitors of Tn7 peptide binding to human fibrin DD(E); P02675; FP displacement of FITC-Tn7 peptide from fibrin DD(E); 0% = median of compound wells per plate; inhibition, % at 8.3 µM; 370,000 compounds, 0.13% hits; AID 720508;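 active means inhibition above the mean of compounds falling within the control limits plus 3 SD of them, cut at about 14% in these data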;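 further: 0% = plate median of compound wells and 100% = 10 µM Aha-Tn7 peptide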
Target sequence (P02675 whole entry, looked up): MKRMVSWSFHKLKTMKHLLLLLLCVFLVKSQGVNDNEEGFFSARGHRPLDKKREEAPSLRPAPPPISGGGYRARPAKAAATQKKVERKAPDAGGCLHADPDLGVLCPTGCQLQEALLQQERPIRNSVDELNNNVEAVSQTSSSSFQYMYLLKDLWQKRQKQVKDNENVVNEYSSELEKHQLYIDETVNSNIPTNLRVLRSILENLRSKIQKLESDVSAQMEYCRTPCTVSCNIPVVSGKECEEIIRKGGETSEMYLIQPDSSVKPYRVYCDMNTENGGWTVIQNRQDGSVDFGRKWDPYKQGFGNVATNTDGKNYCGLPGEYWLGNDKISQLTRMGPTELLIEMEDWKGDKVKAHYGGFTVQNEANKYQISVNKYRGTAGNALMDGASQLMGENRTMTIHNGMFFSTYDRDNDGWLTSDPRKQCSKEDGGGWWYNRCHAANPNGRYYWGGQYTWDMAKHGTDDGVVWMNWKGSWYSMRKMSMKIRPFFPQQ
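Assay system: Human clot-derived fibrin DD(E) complex | Buffer or medium: Tris/NaCl/CaCl2 buffer, pH 7.8 | Repeats: One replicate per compound | Benchmarks: Aha-Tn7 high control | Measure: % inhibition scaled between sample-field median and high-control FP | Schedule: 10 min plus 3 h, room temperature | Signal: Fluorescence polarization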
UHRF1 MBD2 ctr: blocks human UHRF1 binding to methylated DNA; Q96T88; UHRF1 binding to methylated oligo, TR-FRET; inhibition, % at 4.4 µM; 370,000 compounds, 0.75% hits; in the data active means inhibition above about 21%;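 further: UHRF1 SRA domain binding a hemimethylated CpG hairpin DNA probe; 0% = median of test compound wells and 100% = reference inhibitor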
TCR-CD3 inh: human TCR-CD3 binding inhibition; TAMRA-labeled TCR probe fluorescence, biochemical; inhibition, % at 9.4 µM; 360,000 compounds, 0.37% hits; AID 651800; in the data active means inhibition above about 19%;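 further: recombinant mutant TCR 2C K166C tagged with TAMRA read by polarization; 0% = receptor in buffer alone and 100% = receptor with positive control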
LEDGF integ inh: blocks HIV-1 LEDGF/p75-dependent DNA integration; TR-FRET IN-LEDGF/p75 DNA integration, Eu/Cy5; inhibition, % at 3.7 µM; 370,000 compounds, 0.64% hits; AID 743269;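 active means inhibition above the screen-wide mean plus 3 SD, cut at about 13% in these data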;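 further: signal is the Cy5 over europium emission ratio at 671 and 618 nm; 0% = plate median of compound wells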
MBD2 DNA inh: MBD2-methylated oligo binding inhibition; TR-FRET, MBD2 binding to methylated oligonucleotide; inhibition, % at 4.4 µM; 370,000 compounds, 0.31% hits; Q9UBB5; in the data active means inhibition above about 13%
SIAE inh: inhibitors of human sialic acid acetylesterase SIAE. Q9HAT2. SIAE FP-Rh probe binding, fluorescence polarization. inhibition, % at 9.66 µM. 370,000 compounds, 0.69% hits;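 active means inhibition above a cutoff: mean of compounds within the control limits plus 3 SD of those, cut at about 17% in these data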;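 further: 0% = plate median of compound wells and 100% = probe without SIAE protein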
Tn6 DDE FP: inhibitors of Tn6 peptide binding to human fibrin DD(E) | P02675 | Fibrin DD(E) TRITC-Tn6 fluorescence polarization displacement | inhibition, % at 8.3 µM | 370,000 compounds, 0.21% hits;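 active means inhibition above a per-campaign cutoff: mean of compounds within control limits plus 3 SD, cut at about 15% in these data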;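 further: 0% = median of all compound wells on the plate and 100% = blocking peptide control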
KLK7 zymogen act: activates the human kallikrein-7 zymogen; 370,000 compounds, 0.9% hits; purified proKLK7, EDANS-DABCYL substrate fluorescence; 100% is mature enzyme control, 0% vehicle; P49862; activation, % at 7 µM; AID 652039;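 active means activation above the mean of all tested compounds plus 3 SD, computed per campaign excluding outliers beyond control limits, cut at about 13% in these data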
Target sequence (P49862 whole entry, looked up): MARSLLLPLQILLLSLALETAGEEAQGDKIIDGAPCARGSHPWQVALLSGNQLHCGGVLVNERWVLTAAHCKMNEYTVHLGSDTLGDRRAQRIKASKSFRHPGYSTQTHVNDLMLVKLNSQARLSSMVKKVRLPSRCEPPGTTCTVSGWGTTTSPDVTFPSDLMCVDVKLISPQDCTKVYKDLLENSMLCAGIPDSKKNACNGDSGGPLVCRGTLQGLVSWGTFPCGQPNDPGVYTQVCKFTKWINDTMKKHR
TDP2 inh: blocks human TDP2 phosphodiesterase activity; O95551; 370,000 compounds, 0.34% hits; recombinant TDP2, T5PNP hydrolysis, p-nitrophenol absorbance 415 nm; inhibition, % at 12.8 µM;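 active means inhibition above the mean of all tested compounds plus 3 SD, set per campaign, cut at about 25% in these data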;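 further: 0% = DMSO with enzyme and 100% = buffer with substrate but no TDP2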
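Assay system: recombinant human TDP2 / Reagent: T5PNP substrate at 5 mM, a TopII-DNA adduct mimic / Measured by: epi absorbance from released p-nitrophenol / Evaluation: % inhibition relative to enzyme-containing and enzyme-free wells / Control set: enzyme-free and DMSO wells / Replicates: each compound tested once, singlicate / Schedule: enzyme reaction with compound for 2 h at 37 °C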
PRMT1 FP inh: PRMT1 (human) inhibition, primary screen | 370,000 compounds, 1.3% hits | AID 652257 | inhibition, % at 2.79 µM | recombinant PRMT1, activity-based probe fluorescence polarization;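 active means inhibition above about 21% made by adding two undisclosed values, limit read from the data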
The depositor's hits bear a star.

Tn7 DDE FP	UHRF1 MBD2 ctr	TCR-CD3 inh	LEDGF integ inh	MBD2 DNA inh	SIAE inh	Tn6 DDE FP	KLK7 zymogen act	TDP2 inh	PRMT1 FP inh	SMILES
0	2	1	4	-4	-2	1	0.0	-1	1	O=C(Nc1ccc(F)cc1)c1cc(Cl)sc1Cl
9	-3	0	-1	-5	-10	2	-0.6	-3	-4	COC(=O)c1sc(N)c(C(=O)OC)c1COC(=O)CNS(=O)(=O)c1ccc(C)c(C)c1
10	-6	-5	0	1	5	0	-0.4	4	2	CCOc1ccccc1N1CCN(C(=O)c2cc3c(s2)CCC3)CC1
-2	4	-5	1	-1	-1	8	0.6	-7	0	CCOC(=O)Cn1c(C)cc(=O)c2ccccc21
-5	0	1	3	0	-1	-4	-0.2	2	0	CCN(Cc1cccc(F)c1)C(=O)c1ccc2ccccc2n1
4	-2	-4	-1	2	-3	8	0.1	1	4	O=C(OCCN=C1NS(=O)(=O)c2ccccc21)C1CC(=O)N(c2ccc(Cl)cc2)C1 (stereo not drawn)
1	-3	8	3	-3	2	4	0.3	15	-6	Cn1c(=O)[nH]c(=O)c2c1nc(N1CCCCC1)n2CC(O)COc1ccc([N+](=O)[O-])cc1 (stereo not drawn)
6	3	-11	4	-1	-5	5	0.0	-21	-2	O=C1C(c2ccncc2)N(CCC2=CCCCC2)C(=O)CN1C1CCCCC1 (stereo not drawn)
1	7	-10	2	7	9	-3	0.1	3	4	Cc1ccc(CNC(=O)CCS(=O)(=O)c2cc3c(cc2C)NC(=O)CO3)cc1
-3	-1	7	0	-3	-5	-2	-0.5	1	-6	CCC(C)CCN1C(Nc2ccccc2)=NC[C@@H]1C (stereo partly drawn)
1	-6	-3	3	-5	-1	-7	-0.3	-7	4	O=c1c2cc(-c3ccccc3)sc2ncn1/N=C/c1ccco1
2	-1	-10	-4	-3	-2	4	0.3	0	1	COc1ccc(NC(=O)C2(C)Cc3c(-c4ccccc4)ccnc3O2)cn1 (stereo not drawn)
0	2	1	3	-2	-3	-13	-0.6	-3	0	O=C(CSc1nc(C2CC2)nc2ccccc12)Nc1ccc2c(c1)OCCO2
7	-2	1	-3	-3	0	-2	-0.1	9	-1	COc1ccccc1-c1c(C)[nH]n2c(=O)c(Cc3ccccc3)c(C)nc12
1	1	5	-2	0	-1	-1	-1.0	5	-3	CCCc1nc2ccccc2c(=O)n1/N=C/c1ccc(O)cc1O
0	0	2	-1	-2	-7	-1	-0.5	-5	-3	COc1cccc(-c2nn(Cc3ccccc3)cc2CO)c1
-16	-1	6	-3	2	-3	-10	-0.2	-5	-4	C=CCN1C(=O)/C(=C/c2ccc(O)cc2)S/C1=N/c1nccs1
-9	2	-6	6	0	4	-9	-0.6	-5	-2	CCn1c(-c2cccnc2Cl)nc2ccccc21
1	-1	-5	-4	4	-16	3	-0.1	-8	90*	O=C1C=CC(=O)N1c1ccc(O)cc1
3	-3	-11	0	6	13	7	0.6	-6	-2	COc1ccc(S(=O)(=O)N(C)CC(=O)NCc2cccnc2)cc1C
-7	1	24*	-3	1	-59	-3	0.7	4	0	Cc1cc(C(=O)C(C)OC(=O)c2ccc(NC(=O)CC#N)cc2)c(C)n1-c1ccc(OC(F)F)cc1 (stereo not drawn)
-1	3	1	-2	1	0	-6	-0.5	7	-1	C/C(=N\NC(=O)CSCc1ccc([N+](=O)[O-])cc1)c1ccccc1O
4	3	-8	-3	0	-3	3	0.0	-2	2	O=C(O)CCc1ccccc1OC(=O)c1ccccc1
6	5	-3	-4	8	-1	-6	-0.9	2	3	COc1ccc(C2CC(=O)C(c3ccccc3C)=CN2Cc2ccccc2)cc1 (stereo not drawn)
7	-4	8	2	2	4	-6	-0.4	12	-3	Cc1cc(C(F)(F)F)n2ncc(-c3ccc(F)cc3)c2n1
4	2	2	0	-4	11	8	0.7	-1	-1	N#C/C(=C\c1ccccc1)C(=O)NCCN1CCOCC1
1	-1	2	3	-3	-9	-1	0.0	7	-2	COc1cccc(CNC(=O)c2ccc(OC)c(S(=O)(=O)NC3CCCC3)c2)c1
-1	0	4	0	-1	11	-3	0.3	-1	-6	CCC1Oc2ccc(C)cc2N(CC(=O)NCCc2ccc(OC)c(OC)c2)C1=O (stereo not drawn)
9	0	-1	0	1	-19	10	0.2	3	2	Cc1ccc([C@H]2C[C@H](n3cc(-c4ccc(F)cc4)nn3)[C@@H](O)CN2CC2CCCCC2)cc1
2	6	4	-2	8	-11	3	0.4	-6	6	CC(C)NC(=O)NC(=O)COC(=O)Cc1ccsc1

Not a retest: two of the compounds above.
Tn7 DDE FP	UHRF1 MBD2 ctr	TCR-CD3 inh	LEDGF integ inh	MBD2 DNA inh	SIAE inh	Tn6 DDE FP	KLK7 zymogen act	TDP2 inh	PRMT1 FP inh	SMILES
0	2	1	4	-4	-2	1	0.0	-1	1	O=C(Nc1ccc(F)cc1)c1cc(Cl)sc1Cl
9	-3	0	-1	-5	-10	2	-0.6	-3	-4	COC(=O)c1sc(N)c(C(=O)OC)c1COC(=O)CNS(=O)(=O)c1ccc(C)c(C)c1

Sorted by molar mass (lowest first): some entries from above
Tn7 DDE FP	UHRF1 MBD2 ctr	TCR-CD3 inh	LEDGF integ inh	MBD2 DNA inh	SIAE inh	Tn6 DDE FP	KLK7 zymogen act	TDP2 inh	PRMT1 FP inh	SMILES
1	-6	-3	3	-5	-1	-7	-0.3	-7	4	O=c1c2cc(-c3ccccc3)sc2ncn1/N=C/c1ccco1
3	-3	-11	0	6	13	7	0.6	-6	-2	COc1ccc(S(=O)(=O)N(C)CC(=O)NCc2cccnc2)cc1C
1	7	-10	2	7	9	-3	0.1	3	4	Cc1ccc(CNC(=O)CCS(=O)(=O)c2cc3c(cc2C)NC(=O)CO3)cc1

(cont.)
Tn7 DDE FP	UHRF1 MBD2 ctr	TCR-CD3 inh	LEDGF integ inh	MBD2 DNA inh	SIAE inh	Tn6 DDE FP	KLK7 zymogen act	TDP2 inh	PRMT1 FP inh	SMILES
1	-4	3	-5	-3	6	1	0.1	-15	-3	Cc1cccc(NC(=S)N=Nc2c(O)n(CN3CCOCC3)c3ccccc23)c1C
-2	-1	3	2	-1	6	-2	0.6	7	1	COc1ccc(C(C(=O)NC2CCCC2)N(C(=O)c2snc(C(N)=O)c2N)C2CCCC2)cc1OC (stereo not drawn)
6	-2	0	0	-2	4	2	0.1	-5	-4	CCOC(=O)c1sc(Nc2ccc(C)cc2C)nc1C
2	-1	2	-4	2	5	0	0.2	-15	2	Cc1noc(C)c1CSCC(=O)N(C)CC(=O)Nc1ccc(Cl)c(C(F)(F)F)c1
-3	-3	-2	1	-5	-1	5	0.3	-3	-2	CCOC(=O)C(=O)N1c2ccccc2C(N(C(=O)C(=O)OCC)c2ccccc2)CC1C (stereo not drawn)
-1	-1	-7	-2	-2	5	4	0.7	9	-1	Cc1nc(-c2ccc(S(=O)(=O)NCc3ccccn3)s2)cs1
-4	-3	-4	3	3	1	5	1.1	6	0	O=C(c1ccco1)N1CCN(c2ccnc3cc(Cl)ccc23)CC1
-5	-3	6	1	-2	-10	-1	-0.3	-6	-1	COc1ccccc1/C=C1\SC(=S)N(CCC(=O)Nc2cccc(O)c2)C1=O
-1	1	3	5	1	0	12	-0.6	-2	-1	O=C(Nc1cccc(C(F)(F)F)c1)C(=O)N1CCCCC1
6	0	3	-1	4	-10	1	0.2	-10	2	CC(Sc1nc(N)cc(=O)[nH]1)C(=O)Nc1cccc(Cl)c1 (stereo not drawn)
-2	-1	0	3	9	4	-12	-0.8	12	4	O=C(CNc1ccccc1F)Nc1cccc2ccccc12
-10	1	-1	-2	3	-4	-8	-0.2	-9	1	CC(=O)Nc1ccc(NC(=O)C(C)OC(=O)c2cccc(S(=O)(=O)N3CCCCCC3)c2)cc1 (stereo not drawn)
-1	1	5	7	-2	8	2	-0.9	-9	0	Cc1cc(NC(=O)CSc2nnc(C3COc4ccccc4O3)o2)no1 (stereo not drawn)
4	2	-5	4	1	-1	2	0.0	3	4	COc1cccc(NC(=O)C(NCC2CCCCC2)c2ccccc2)c1 (stereo not drawn)
3	7	5	6	-5	-3	-3	0.4	9	0	COc1ccccc1C(=O)NCCC(=O)OCC(=O)Nc1ccc(S(N)(=O)=O)cc1
-6	2	1	0	-9	0	-5	-4.5	-2	-2	O=C(COC(=O)c1ccccc1Nc1ccccc1)c1ccccc1
0	0	-14	-4	-5	3	7	4.0	-12	1	Cc1ccc2[nH]c3c(c2c1)CCN(C)C3

Entries listed above shown as hits in TCR-CD3 inh:
Tn7 DDE FP	UHRF1 MBD2 ctr	TCR-CD3 inh	LEDGF integ inh	MBD2 DNA inh	SIAE inh	Tn6 DDE FP	KLK7 zymogen act	TDP2 inh	PRMT1 FP inh	SMILES
-7	1	24*	-3	1	-59	-3	0.7	4	0	Cc1cc(C(=O)C(C)OC(=O)c2ccc(NC(=O)CC#N)cc2)c(C)n1-c1ccc(OC(F)F)cc1 (stereo not drawn)
